PKA inh = blocks human protein kinase A activity; PKA Kemptide phosphorylation, Kinase-Glo ATP luminescence; inhibition, % at 6 µM; 0.1% of 65,000 active; AID 524;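 active means inhibition above the screen-wide mean inhibition plus 3 SD, cut at about 21% in these data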; further: many of its hits are not listed in these tables
FXIa inh mix = factor XIa (human) inhibition, mixture screen | P03951 | purified FXIa, fluorogenic substrate, pooled mixtures | inhibition, % at 5 µM | 0.19% of 62,000 active;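 further: each value is inhibition by a whole ten-compound pool holding the compound; 0% = enzyme with no mixture and 100% = wells lacking enzyme; strong numbers were not always called active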
JNK3 inh = blocks human JNK3 kinase activity; P53779; purified JNK3 kinase activity, HTS; inhibition, % at 8 µM; 0.61% of 60,000 active; AID 746; in the data active means inhibition above about 17%;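 further: 0% = DMSO and 100% = reference inhibitor; many of its hits are not listed in these tables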
CatG inh = inhibitors of human cathepsin G | P08311 | 0.2% of 62,000 active | AID 581 | inhibition, % at 5 µM (by protocol) | purified enzyme, AMC-tetrapeptide fluorescence, pooled mixtures;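 active means inhibition above 20% in each of the two mixture wells holding the compound; inactive means inhibition of 20% or less in either well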;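 further: 0% = enzyme control without mixture and 100% = blank lacking enzyme; strong numbers were not always called active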
ROCK2 blocker = blocks human Rho kinase 2 activity. purified ROCK2, Kinase-Glo ATP depletion luminescence. 0.35% of 60,000 active. O75116. inhibition, % at 6 µM;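 active means inhibition above the screen-wide mean inhibition plus 3 SD, cut at about 18% in these data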;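 further: plate controls were DMSO wells for no effect and Y-27632 control wells after no-enzyme background subtraction for full effect; many of its hits are not listed in these tables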
Target sequence (O75116 whole entry, looked up): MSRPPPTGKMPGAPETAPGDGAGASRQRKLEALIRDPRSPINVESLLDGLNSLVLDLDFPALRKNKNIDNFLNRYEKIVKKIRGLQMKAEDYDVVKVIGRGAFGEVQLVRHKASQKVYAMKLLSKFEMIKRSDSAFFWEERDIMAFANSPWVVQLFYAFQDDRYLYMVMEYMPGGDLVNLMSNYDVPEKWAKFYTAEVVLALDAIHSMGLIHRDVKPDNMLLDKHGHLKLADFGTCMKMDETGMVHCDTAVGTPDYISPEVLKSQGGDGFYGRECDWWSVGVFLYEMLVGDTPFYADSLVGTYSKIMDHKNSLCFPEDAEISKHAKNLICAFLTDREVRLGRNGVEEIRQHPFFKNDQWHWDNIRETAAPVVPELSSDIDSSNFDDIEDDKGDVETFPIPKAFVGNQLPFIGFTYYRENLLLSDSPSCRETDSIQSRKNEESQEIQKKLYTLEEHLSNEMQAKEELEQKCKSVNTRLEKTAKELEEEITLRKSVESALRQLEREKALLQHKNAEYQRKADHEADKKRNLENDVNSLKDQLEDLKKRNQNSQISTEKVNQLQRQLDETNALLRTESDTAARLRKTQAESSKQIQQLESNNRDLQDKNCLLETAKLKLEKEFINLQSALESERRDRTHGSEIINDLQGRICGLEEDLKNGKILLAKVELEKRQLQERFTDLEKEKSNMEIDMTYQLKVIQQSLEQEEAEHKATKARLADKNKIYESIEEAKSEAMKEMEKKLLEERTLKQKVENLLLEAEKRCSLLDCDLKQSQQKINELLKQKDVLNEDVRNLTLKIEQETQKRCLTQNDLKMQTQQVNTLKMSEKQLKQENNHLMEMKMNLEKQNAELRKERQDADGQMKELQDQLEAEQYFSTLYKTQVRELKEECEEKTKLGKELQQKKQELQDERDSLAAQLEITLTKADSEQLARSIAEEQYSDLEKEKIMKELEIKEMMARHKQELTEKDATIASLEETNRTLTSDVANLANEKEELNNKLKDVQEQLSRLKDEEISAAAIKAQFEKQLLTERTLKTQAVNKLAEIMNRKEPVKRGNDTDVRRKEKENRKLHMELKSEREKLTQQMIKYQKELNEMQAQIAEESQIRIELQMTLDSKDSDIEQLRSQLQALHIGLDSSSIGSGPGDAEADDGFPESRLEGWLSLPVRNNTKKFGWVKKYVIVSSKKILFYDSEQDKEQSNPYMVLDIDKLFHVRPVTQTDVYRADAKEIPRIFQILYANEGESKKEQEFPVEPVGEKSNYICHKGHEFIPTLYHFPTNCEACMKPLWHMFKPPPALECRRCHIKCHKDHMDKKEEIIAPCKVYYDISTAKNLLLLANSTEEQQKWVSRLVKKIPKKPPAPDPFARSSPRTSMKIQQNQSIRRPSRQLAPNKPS
FXIIa inh mix = inhibitors of human coagulation factor XIIa, pooled mixtures; P00748; purified FXIIa, fluorogenic substrate; inhibition, % at 5 µM; 0.2% of 62,000 active; AID 684;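 further: 0% = enzyme without compound and 100% = no enzyme blank; some results filed as inactive read as strong as hits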
CatS block = human cathepsin S inhibition; recombinant cathepsin S, AMC dipeptide fluorescence, pooled mixtures; 0.06% of 62,000 active; inhibition, %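 (tested at 5 µM per compound within 10-compound mixtures)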; P25774; in the data active means inhibition above about 32%, passing the limit was not always enough; inconclusive means no clear call, values can overlap the other calls;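 further: 0% = enzyme without compound and 100% = blank without enzyme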
C1s block = blocks human complement C1s protease activity | P09871 | purified C1s, fluorogenic AMC substrate, pooled mixtures | mean inhibition % of two 10-compound mixtures (stronger effect = higher value), % at 5 µM (by protocol) | 0.16% of 62,000 active | AID 538;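 active means inhibition above 20% in each of the two 10-compound mixture wells holding the compound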;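 further: 0% = enzyme wells lacking compound mixture and 100% = no-enzyme blank wells; some compounds called inactive have numbers as strong as hits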
CatL inh = inhibitors of human cathepsin L | P07711 | purified cathepsin L, fluorogenic substrate, fluorescence | inhibition, %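 (tested at 10 µM)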 | 0.17% of 58,000 active | AID 460; in the data active means inhibition above about 45%;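 further: 0% = enzyme with no compound and 100% = no enzyme blank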
* marks the source's active call; other numbers are inactive results; ? = inconclusive; . = no result given. Unless noted, no stated cut-off is given here; in the data, active means inhibition above about 20% (passing the limit was not always enough); inactive means the rest.

Start of the listing, in advance (two entries):
SMILES	PKA inh	FXIa inh mix	JNK3 inh	CatG inh	ROCK2 blocker	FXIIa inh mix	CatS block	C1s block	CatL inh
CC(NC(=O)C1CCCCC1)c1ccc2c(c1)OCCO2 (centres undefined)	8.0	15.2	-3.3	6.8	8.8	0.1	3.1	-15.3	8.9
COCCN(CC(=O)NCc1ccccc1)C(=O)CCC(=O)Nc1ccccn1	-3.7	3.5	-7.4	14.3	-2.5	3.3	8.0	6.2	11.0

The listing, from the start:
SMILES	PKA inh	FXIa inh mix	JNK3 inh	CatG inh	ROCK2 blocker	FXIIa inh mix	CatS block	C1s block	CatL inh
CC(NC(=O)C1CCCCC1)c1ccc2c(c1)OCCO2 (centres undefined)	8.0	15.2	-3.3	6.8	8.8	0.1	3.1	-15.3	8.9
COCCN(CC(=O)NCc1ccccc1)C(=O)CCC(=O)Nc1ccccn1	-3.7	3.5	-7.4	14.3	-2.5	3.3	8.0	6.2	11.0
O=C(Cc1cccs1)NCc1cccs1	9.7	0.4	3.2	13.1	6.1	4.9	8.3	17.5	24.6
Cc1cc2n(n1)C(c1sccc1C)Nc1ccccc1-2 (centres undefined)	-3.1	-31.2	0.1	-29.6	-7.6	-0.5	-23.8	-62.0	-19.9
Cc1cc(C)nc(SCc2cccc(C(=O)O)c2)n1	2.8	3.5	-2.5	8.0	5.3	-9.9	-3.9	4.6	-2.0
CCC(=O)NC(Nc1cccc(C)n1)(C(F)(F)F)C(F)(F)F	-1.2	-1.1	3.8	10.7	-4.4	6.5	-5.1	-5.1	14.5
CCOC(=O)N1CCN(C(=O)c2ccccc2NC(=O)c2ccc(OC)cc2)CC1	3.4	3.7	1.8	0.0	1.7	-19.4	3.7	-24.5	15.1
Cc1ccccc1NC(=O)CSc1nnc(Cc2cccn2C)n1-c1ccc(F)cc1	-2.8	-3.6	-5.2	-5.6	0.6	2.2	?	-20.8	18.5
O=C(CCOc1ccccc1)NCC(c1ccco1)N1CCCCC1 (centres undefined)	7.1	2.9	1.7	7.7	6.6	14.5	13.8	-10.6	3.7
CC1CN(C(=O)c2scc3c2OCCO3)CC(C)O1 (centres undefined)	11.9	-26.2	1.2	-16.2	4.7	-15.4	-26.8	-63.4	-0.3
Cc1cccc(-c2ccc(C=Nc3c(C)n(C)n(-c4ccccc4)c3=O)o2)c1	-8.6	7.8	-1.6	10.2	-8.9	1.3	-2.5	18.1	-1.0
COc1ccc(CNC(=O)c2onc(C)c2Cl)cc1	10.0	3.1	2.0	8.2	1.9	14.4	2.4	10.6	17.1
CCC(NS(=O)(=O)c1ccc(C)cc1)C(=O)N1CCC2(O)CCCCC2C1 (centres undefined)	4.9	-4.0	-1.1	-3.0	1.8	-21.5	3.5	-9.9	0.7
COc1cccc(C(=O)OCC(=O)Nc2ccccc2N2CCOCC2)c1	13.4	2.1	2.2	7.6	10.8	7.1	-3.3	-11.0	11.7
CCSCCNC(=O)c1cc(-n2cnnc2)ccc1Cl	-8.4	5.7	2.4	4.4	-6.0	0.6	18.2	-3.0	2.0
Cn1c(=O)oc2cc(S(=O)(=O)N3CCCC(C(=O)NCC4COc5ccccc5O4)C3)ccc21 (centres undefined)	9.6	0.6	-2.5	-6.5	-3.0	7.6	20.1	-9.0	35.3
COc1cc(C(=O)Oc2ccccc2N)cc(OC)c1OC	1.9	-0.6	-4.1	9.0	-3.4	4.1	9.4	-1.4	11.3
O=c1[nH]nc(Sc2ncnc3sccc23)n1CCc1ccccc1	-3.4	8.2	-7.7	2.4	1.9	1.4	23.9	-4.5	0.4
CCOC(=O)c1c(NC(=O)CSc2nnc(CNC(=O)c3ccco3)n2C)sc2c1CCC2	6.6	1.6	.	-9.9	.	3.7	-2.5	-29.7	4.6
C=CCNc1nnc(SCC(=O)N2CCCCC2)c2ccccc12	10.5	-3.2	-2.9	9.0	4.7	-14.5	-3.3	0.2	4.0
OC(COc1ccc(OCc2ccccc2)cc1)CN1CCOCC1 (centres undefined)	1.4	2.5	5.2	1.5	2.2	4.7	6.3	2.0	-2.1
O=C(Nc1ccc2nc(-c3cccnc3)[nH]c2c1)c1ccco1	-7.9	1.1	2.7	4.4	-2.1	-14.7	0.6	-3.1	-4.3
Cc1cc(Oc2ccccc2)nc2ccc(O)cc12	1.2	-35.3	3.6	-15.1	8.7	8.5	-8.3	-126.1	-2.5
CCOC(=O)c1c(C)[nH]c(C(=O)CN2C(=O)NC(C)(c3ccc(C)cc3)C2=O)c1C (centres undefined)	-3.0	1.4	4.7	2.3	4.2	5.9	11.5	0.1	21.7
CS(=O)(=O)N1CCN(C(=O)c2ccncc2)CC1	7.8	0.7	-1.7	14.0	1.9	2.3	4.0	16.1	15.8
CN(C(=O)c1cccc(C#N)c1)c1nnc(-c2ccccn2)s1	11.4	1.0	3.0	0.8	0.4	3.0	14.1	-2.2	5.9
CCOc1ccc(S(=O)(=O)Nc2cc(Cl)ccc2O)cc1	6.8	6.9	9.8	9.2	2.5	-1.3	-4.9	11.8	-6.9
COC(=O)CN1C(=O)C(C)=C(c2ccc(C)cc2)S1(=O)=O	7.7	9.9	-2.6	8.6	3.2	4.9	-1.7	14.9	.
CC(=O)Nn1c(COc2ccccc2C)nc2ccccc2c1=O	-9.7	5.6	-1.9	10.2	-5.5	-1.2	14.8	12.2	0.0
Cc1ccccc1-c1nc(CN2CCC(C(=O)NCCCN3CC(C)CC(C)C3)CC2)c(C)o1 (centres undefined)	-2.1	10.4	0.1	8.2	1.9	2.6	6.7	2.5	6.8
CC1Cc2ccccc2N1C(=O)CCn1c(=O)sc2ccccc21 (centres undefined)	5.5	7.5	-1.5	6.4	4.3	5.0	-8.4	11.8	0.3
Cc1ccc(S(=O)(=O)N2CCCC(C(=O)O)C2)s1 (centres undefined)	-0.7	5.3	0.6	10.8	0.8	-1.4	-4.0	8.8	-5.4
CCCC12CN3CC(C)(CN(C1)C3c1ccc3c(c1)OCO3)C2=O (centres undefined)	3.4	0.6	-1.5	-7.4	2.8	9.2	-1.7	15.2	7.0
COc1ccccc1C1(O)CC2CCC(C1)N2S(=O)(=O)c1ccc(C(C)=O)cc1 (centres undefined)	5.2	-1.3	-0.5	25.1	2.7	-0.2	-4.5	-18.4	6.4
CCOc1ccc(Nc2oc(-c3cccs3)nc2C#N)cc1	3.7	0.7	5.1	10.3	2.3	-28.3	11.1	-11.9	-17.3
C#CC(CO)N(CCN(Cc1ccccc1)C(C#C)CO)Cc1ccccc1 (centres undefined)	.	9.0	.	-0.6	.	0.0	-5.3	3.8	-3.2
COc1ccc(Cc2nnc(SCC(=O)NCC3CCCO3)o2)cc1 (centres undefined)	9.9	1.0	.	1.5	.	1.4	-6.9	-16.2	10.0
COC(=O)Cc1csc(Nc2c(C)n(C)n(-c3ccccc3)c2=O)n1	8.3	-0.4	-3.3	-4.0	7.3	0.1	6.1	-22.0	6.3
O=C(Nc1cccc(NC(=O)N2CCN(c3ccccc3)CC2)c1)N1CCN(c2ccccc2)CC1	6.9	6.6	-4.8	8.4	7.8	-26.7	0.5	9.0	.
c1cn(CCCNc2ncnc3sc4c(c23)CCC4)cn1	4.1	2.8	-3.9	-0.1	0.9	2.8	2.2	-12.2	.

Looked up by structure from the entries so far:
SMILES	PKA inh	FXIa inh mix	JNK3 inh	CatG inh	ROCK2 blocker	FXIIa inh mix	CatS block	C1s block	CatL inh
COc1ccccc1C1(O)CC2CCC(C1)N2S(=O)(=O)c1ccc(C(C)=O)cc1 (centres undefined)	5.2	-1.3	-0.5	25.1	2.7	-0.2	-4.5	-18.4	6.4
CN(C(=O)c1cccc(C#N)c1)c1nnc(-c2ccccn2)s1	11.4	1.0	3.0	0.8	0.4	3.0	14.1	-2.2	5.9

Further structures:
SMILES	PKA inh	FXIa inh mix	JNK3 inh	CatG inh	ROCK2 blocker	FXIIa inh mix	CatS block	C1s block	CatL inh
Cc1ccc(NC2=CC(=O)CC(C)(C)C2)cc1C	-4.3	-48.8	3.8	-33.6	-2.4	-17.4	-35.6	-86.8	-6.8
CCc1cc(=O)oc2cc(OC(C)C(=O)O)c(Cl)cc12 (centres undefined)	-7.0	-1.9	-2.0	7.7	-0.5	2.0	5.2	-37.8	-3.0
CCc1ccccc1NC(=O)CC(O)(C(=O)OC)C(F)(F)F (centres undefined)	7.3	5.7	-8.8	-6.2	0.8	-15.7	4.1	29.4	-3.6
COC1=CC(=O)CC(C)C12Oc1c(Cl)c(OC)cc(OC)c1C2=O (centres undefined)	0.4	1.6	1.4	-36.4	5.7	6.6	5.2	-1.3	-5.7
O=c1[nH]c(SCc2ccc(Cl)cc2)nc2c1CCC2	-0.9	-1.2	-3.4	-7.5	3.3	-2.2	-8.0	-32.0	7.2
CCOc1nc(C)ccc1-c1noc(-c2ccncc2)n1	8.2	7.8	2.3	10.3	8.9	0.1	-27.5	14.6	-4.3
CCOC(=O)C1CCCCN1C(=O)CCc1c(C)nc2cc(-c3ccccc3)nn2c1C (centres undefined)	2.5	21.7	-1.4	49.1	-0.1	4.9	0.4	23.2	-7.4
Cn1c(CNc2nc(-c3ccccc3)cs2)nnc1SCC(=O)N1CCc2ccccc21	3.4	1.9	4.0	-1.7	-2.4	10.7	20.3	10.8	0.5
O=C(NCc1ccncc1)c1cnccn1	11.4	0.0	6.3	-2.0	5.2	1.5	9.1	40.6	8.2
CCCn1c(=NC(=O)c2ccc3c(c2)OCO3)c(C#N)cc2c(=O)n3cccc(C)c3nc21	0.8	-6.8	-1.4	-1.5	5.3	6.7	-0.1	-13.7	-3.1
COc1ccccc1CNC(=O)CN1CCN(Cc2ccc(Cl)cc2)C1=O	6.0	3.9	-8.7	-1.9	-0.9	12.7	1.9	-5.0	1.2
CN(C)S(=O)(=O)c1cccc(C(=O)OCC(=O)N2c3ccccc3NC(=O)C2(C)C)c1	9.3	-25.8	-5.0	-14.4	5.0	8.0	-20.2	-167.7	0.3
CCOC(=O)N1CCN(C(=O)c2cn(C)c3ccc(S(=O)(=O)N4CCCC4)cc3c2=O)CC1	-2.0	-19.2	-6.6	-14.3	1.1	-15.2	-27.3	-142.4	-1.2
Cc1cc(C)nc(SCC(=O)Nc2cc(C)on2)n1	6.7	11.2	0.7	-2.7	3.2	4.1	-0.7	-12.7	3.9
O=C(O)CC(CNS(=O)(=O)c1ccccc1)c1ccccc1 (centres undefined)	2.1	-7.5	2.8	-11.8	4.7	-27.0	-4.9	-119.8	13.0
COC(=O)c1c(N2C(=O)CCC2=O)sc2c1CCCC2	-11.7	8.4	4.0	8.9	-11.2	2.4	6.0	13.4	21.0
Cc1nc2sc(C(c3ccco3)N3CCN(c4ccc(F)cc4)CC3)c(O)n2n1 (centres undefined)	-5.1	3.9	5.3	8.8	4.9	-17.7	13.5	-3.3	7.2
O=C1c2ccccc2C(=O)N1c1ccccc1S(=O)C(F)(F)F (centres undefined)	-0.9	9.0	-2.0	0.1	6.1	7.8	16.1	-27.1	3.0
N#Cc1cc(Cl)c(N2CCOCC2)cc1C#N	-2.5	0.7	.	-15.1	.	4.5	-0.3	-34.2	-4.7
CCOc1ccc2nc(N3CCC(C(=O)Nc4nnc(CC)s4)CC3)sc2c1	9.4	6.0	-5.8	11.5	3.0	3.1	-0.9	7.0	-4.4
CCC(c1nnnn1Cc1ccco1)N(Cc1cc2cc(OC)ccc2[nH]c1=O)C1CCCCC1 (centres undefined)	-1.5	6.0	1.8	3.1	-4.2	-24.1	3.7	-12.4	-1.1
COc1cc(C)c(Cl)cc1S(=O)(=O)NCc1ccncc1	-4.0	7.5	1.9	1.8	1.5	-0.3	-3.6	5.8	1.0
CCOc1cc(CNn2cnnc2)ccc1OCC(=O)NC1CCCCC1	0.6	6.7	-3.0	2.4	-6.3	-16.3	4.5	4.2	12.8
COC(=O)N1CCN(c2ccc(C(C)=O)cc2)CC1	8.4	-0.9	-2.7	-0.8	4.2	2.6	19.3	1.3	2.4
CC(C)Cc1nc(N2CCN(C(=O)c3ccco3)CC2)c(C#N)c2c1CCC2	6.9	2.7	-5.3	13.9	11.1	8.2	15.9	-9.3	-0.4
Cc1ccc(C)n1NC(=O)c1ccco1	3.1	11.1	3.6	15.1	6.9	-23.7	-4.5	-1.4	-0.2

Source: PubChem (several laboratories)
